BioA inh – M. tuberculosis BioA enzyme inhibitors, primary screen, biochemical, plate reader, single point, HTS; inhibition, % at 9.99 µM; 7,8-diaminopelargonic acid synthase BioA (Mycobacterium tuberculosis); 360,000 tested, 0.096% active; purified M. tuberculosis BioA enzyme; in the data active means inhibition above about 40%
Starred values were filed as active, the others as inactive. A portion of the library; count on the stated rates, not on these rows.

smiles	BioA inh
COc1ccc(NC(=O)Nc2ccc3c(c2)C(=O)N([C@H](C)CO)C[C@H](C)[C@@H](CN(C)C(=O)Cc2ccccc2)OCCCC[C@@H](C)O3)cc1	0.8
O=C(C[C@@H]1CC[C@H]2[C@@H](COC[C@H](O)CN2C(=O)Nc2ccc(Cl)cc2)O1)NCC1CC1	0.4
Cn1cnc(S(=O)(=O)N2CCCCN3[C@H](C2)[C@H](c2ccc(C4=CCCCC4)cc2)[C@@H]3CO)c1	-2.6
CN1C(=O)c2cc(NC(=O)NCc3ccccc3)ccc2OC[C@@H]2O[C@@H](CC(=O)NCC3CCCCC3)CC[C@@H]21	1.5
O=C(NCC[C@@H]1CC[C@@H](NC(=O)C2CCCC2)[C@@H](CO)O1)c1ccc(F)cc1	3.8
CCCNC(=O)N1[C@H](CNC(=O)CC)[C@@H](c2ccc(C3=CCCC3)cc2)[C@@H]1CO	0.4
C[C@@H]1CCCCO[C@@H](CN(C)S(C)(=O)=O)[C@@H](C)CN([C@H](C)CO)C(=O)c2cc(NC(=O)Nc3ccccc3)ccc2O1	0.3
COc1ccc(S(=O)(=O)N(C)C[C@@H]2Oc3ccc(NC(=O)c4ccncc4)cc3CC(=O)N([C@H](C)CO)C[C@@H]2C)cc1	-3.2
CNC(=O)C[C@@H]1CC[C@H]2[C@H](COc3ccc(NC(=O)Nc4ccc(F)cc4)cc3C(=O)N2C)O1	26
CCCNC(=O)C[C@@H]1CC[C@H]2[C@@H](COC[C@@H](O)CN2CC2CCCCC2)O1	-1.8

The listing continues:
smiles	BioA inh
O=C(NCC[C@@H]1CC[C@H](NS(=O)(=O)c2ccccc2F)[C@H](CO)O1)c1ccc(F)cc1	2.3
COc1ccc(S(=O)(=O)Nc2ccc3c(c2)C(=O)N([C@@H](C)CO)C[C@@H](C)[C@H](CN(C)Cc2ccc(Oc4ccccc4)cc2)O3)cc1	0.6
C[C@@H]1CCCCO[C@@H](CN(C)C(=O)Nc2ccc(C(F)(F)F)cc2)[C@@H](C)CN([C@@H](C)CO)C(=O)c2cc(N(C)C)ccc2O1	4.8
C[C@H]1CCCCO[C@H](CN(C)C(=O)CCCN(C)C)[C@@H](C)CN([C@@H](C)CO)C(=O)c2cc(NC(=O)C3CCCCC3)ccc2O1	1.9
O=C(C1CCCC1)N1C[C@@H]2[C@H](c3ccccc31)[C@@H](CO)N2C(=O)Nc1cccc(F)c1	-0.4
CO[C@H]1CN(C)C(=O)c2ccc(NC(=O)Nc3ccc(Cl)c(Cl)c3)cc2OC[C@H](C)NC[C@@H]1C	3.5
COc1ccccc1-c1ccc2c(c1)O[C@H](CN(C)S(=O)(=O)c1ccc(C)cc1)[C@H](C)CN([C@H](C)CO)S2(=O)=O	-4.0
CCCN1[C@@H]2c3ccc(-c4ccccc4)c(=O)n3C[C@@H]2[C@@H](CO)[C@@H]1C(=O)NCC(F)(F)F	0.6
C[C@H]1CN([C@@H](C)CO)S(=O)(=O)c2ccc(-c3cccc(C#N)c3)cc2O[C@@H]1CN(C)C(=O)Nc1cc(F)ccc1F	-2.9
O=C(Cc1ccncc1)NCC[C@H]1CC[C@@H](NC(=O)Nc2ccc(F)cc2)[C@@H](CO)O1	-3.9

Further entries follow.
smiles	BioA inh
CNC[C@@H]1Oc2ccc(NS(=O)(=O)c3cn(C)cn3)cc2CC(=O)N([C@@H](C)CO)C[C@H]1C	-1.2
COc1cccc(-c2cn(CC[C@@H]3CC[C@H](NC(C)=O)[C@H](CO)O3)nn2)c1	-0.1
C/C=C/c1ccc2c(c1)O[C@H](CN(C)S(=O)(=O)c1ccc(F)cc1)[C@H](C)CN([C@@H](C)CO)S2(=O)=O	-1.8
O=C(C[C@@H]1C[C@H]2c3cc(NC(=O)c4ccc5c(c4)OCO5)ccc3O[C@H]2[C@H](CO)O1)NCc1ccc(Oc2ccccc2)cc1	-0.6
O=C(C[C@@H]1C[C@H]2c3cc(NS(=O)(=O)c4ccc(F)cc4)ccc3O[C@H]2[C@@H](CO)O1)NCc1ccc(Oc2ccccc2)cc1	-1.1
COCCOC(=O)N1C(=O)[C@@]2(c3cc(C#Cc4ccc(OC)cc4)ccc31)[C@H](c1ccccc1OCCO)N1[C@H](c3ccccc3)[C@H](c3ccccc3)OC(=O)[C@H]1[C@@H]2C(=O)N1CCN(c2ncccn2)CC1	0.0
CO[C@@H]1CN(C)C(=O)c2cc(NC(C)=O)ccc2OC[C@@H](C)N(Cc2ccncc2)C[C@@H]1C	-0.1
COc1ccc(NC(=O)N[C@H]2C=C[C@@H](CC(=O)NC3CCCCC3)O[C@H]2CO)cc1	-1.5
COc1ccc(S(=O)(=O)N(C)C[C@@H]2Oc3ccc(NS(=O)(=O)c4cccs4)cc3CC(=O)N([C@@H](C)CO)C[C@H]2C)cc1	0.9
O=C(C[C@@H]1C=C[C@@H](NS(=O)(=O)c2ccccc2)[C@H](CO)O1)N1CCc2ccccc2C1	-1.2

Following part:
smiles	BioA inh
COc1cccc(C(=O)Nc2ccc3c(c2)C(=O)N(C)[C@H]2CC[C@@H](CC(=O)NCc4ccc(F)cc4)O[C@H]2CO3)c1	-1.4
Cc1ccc(S(=O)(=O)N[C@H]2CC[C@@H](CC(=O)NCc3ccc(Cl)c(Cl)c3)O[C@@H]2CO)cc1	-2.7
CS(=O)(=O)Nc1ccc2c(c1)[C@@H]1C[C@H](CC(=O)NC3CCCCC3)O[C@H](CO)[C@@H]1O2	-1.7
CCC(=O)N[C@@H]1CC[C@@H](CCNS(=O)(=O)c2ccc(Cl)cc2)O[C@H]1CO	-2.3
C[C@@H]1CN([C@H](C)CO)C(=O)Cc2cc(NC(=O)c3ccncc3)ccc2O[C@@H]1CN(C)Cc1ccccc1	-1.3
COc1ccc(NC(=O)N(C)C[C@@H]2Oc3c(NS(C)(=O)=O)cccc3C(=O)N([C@@H](C)CO)C[C@H]2C)cc1	-3.3
O=C(CC(F)(F)F)N1C[C@H]2[C@@H](c3ccccc31)[C@@H](CO)N2C(=O)c1ccncc1	-5.2
C[C@@H]1CN([C@H](C)CO)C(=O)Cc2cc(NS(=O)(=O)c3ccccc3)ccc2O[C@@H]1CN(C)Cc1ccc(Cl)c(Cl)c1	-0.9
C[C@H](CO)N1C[C@H](C)[C@@H](CN(C)S(=O)(=O)c2cn(C)cn2)Oc2ccc(NC(=O)NC3CCCCC3)cc2CC1=O	-8.2
COc1ccc(S(=O)(=O)N2C[C@@H](O)COC[C@H]3O[C@@H](CC(=O)NCc4ccc(Cl)c(Cl)c4)CC[C@@H]32)cc1	0.2

Copied from the list.
BioA inh with `CN1C(=O)c2cc(NC(=O)NCc3ccccc3)ccc2OC[C@@H]2O[C@@H](CC(=O)NCC3CCCCC3)CC[C@@H]21` → 1.5
BioA inh with `COc1ccc(NC(=O)N(C)C[C@@H]2Oc3c(NS(C)(=O)=O)cccc3C(=O)N([C@@H](C)CO)C[C@H]2C)cc1` → -3.3
BioA inh with `COc1cccc(-c2cn(CC[C@@H]3CC[C@H](NC(C)=O)[C@H](CO)O3)nn2)c1` → -0.1
BioA inh with `O=C(C[C@@H]1C[C@H]2c3cc(NS(=O)(=O)c4ccc(F)cc4)ccc3O[C@H]2[C@@H](CO)O1)NCc1ccc(Oc2ccccc2)cc1` → -1.1
BioA inh with `C[C@H]1CCCCO[C@H](CN(C)C(=O)CCCN(C)C)[C@@H](C)CN([C@@H](C)CO)C(=O)c2cc(NC(=O)C3CCCCC3)ccc2O1` → 1.9
BioA inh with `COc1ccc(S(=O)(=O)N(C)C[C@@H]2Oc3ccc(NS(=O)(=O)c4cccs4)cc3CC(=O)N([C@@H](C)CO)C[C@H]2C)cc1` → 0.9

Laid out differently: four of the compounds above.
SMILES: COc1cccc(C(=O)Nc2ccc3c(c2)C(=O)N(C)[C@H]2CC[C@@H](CC(=O)NCc4ccc(F)cc4)O[C@H]2CO3)c1
  BioA inh: -1.4

SMILES: Cc1ccc(S(=O)(=O)N[C@H]2CC[C@@H](CC(=O)NCc3ccc(Cl)c(Cl)c3)O[C@@H]2CO)cc1
  BioA inh: -2.7

SMILES: CS(=O)(=O)Nc1ccc2c(c1)[C@@H]1C[C@H](CC(=O)NC3CCCCC3)O[C@H](CO)[C@@H]1O2
  BioA inh: -1.7

SMILES: CCC(=O)N[C@@H]1CC[C@@H](CCNS(=O)(=O)c2ccc(Cl)cc2)O[C@H]1CO
  BioA inh: -2.3

Further structures follow:
smiles	BioA inh
C[C@H]1CN([C@@H](C)CO)C(=O)Cc2cc(NC(=O)Cc3cn(C)c4ccccc34)ccc2O[C@@H]1CN(C)S(=O)(=O)c1ccc(F)cc1	-1.2
C[C@@H]1CN([C@H](C)CO)C(=O)c2cc(NS(=O)(=O)c3ccccc3)ccc2O[C@@H]1CN(C)Cc1ccccc1	0.5
O=C(c1ccccn1)N1CC[C@@H]2[C@@H](CO)Nc3ccc(C#Cc4cccnc4)cc3[C@@H]21	1.1
CO[C@H](CN(C)C(=O)Nc1ccc(Cl)cc1)[C@H](C)CN(Cc1ccccc1Cl)[C@H](C)CO	-1.6
C[C@@H]1CN([C@H](C)CO)C(=O)c2cc(NC(=O)C3CC3)ccc2O[C@@H]1CN(C)C(=O)Nc1ccc(F)cc1	0.3
C[C@@H]1CN([C@H](C)CO)C(=O)c2cccc(NC(=O)c3ccncc3)c2O[C@@H]1CN(C)C(=O)Nc1ccc(F)cc1	3.0
COc1ccccc1-c1cnc2c(c1)C(=O)N([C@H](C)CO)C[C@H](C)[C@@H](CN(C)Cc1cccnc1)O2	7.0
O=C(C[C@H]1C=C[C@@H](NS(=O)(=O)c2ccccc2)[C@@H](CO)O1)NCCN1CCCCC1	0.1
O=C(C[C@@H]1CC[C@H]2[C@@H](COC[C@H](O)CN2S(=O)(=O)c2ccccc2F)O1)NCc1ccccc1F	0.2
C[C@@H]1CN([C@H](C)CO)S(=O)(=O)c2ccc(C3=CCCC3)cc2O[C@H]1CN(C)C(=O)c1cccnc1	-0.7

Next part.
smiles	BioA inh
CCCC(=O)Nc1ccc2c(c1)C(=O)N(C)C[C@@H](OC)[C@H](C)CN(Cc1ccccc1F)[C@@H](C)CO2	1.7
C[C@@H]1CN([C@H](C)CO)C(=O)c2cccc(NS(=O)(=O)c3ccc(Cl)cc3)c2O[C@H]1CN(C)C(=O)NC1CCCCC1	-1.4
CCC(=O)Nc1ccc2c(c1)OC[C@H](C)N(Cc1ccccc1)C[C@@H](C)[C@@H](OC)CN(C)C2=O	-0.5
Cn1cnc(S(=O)(=O)N[C@H]2CC[C@H](CC(=O)Nc3ccccc3)O[C@H]2CO)c1	0.1
C[C@@H]1CN([C@@H](C)CO)C(=O)c2cc(NC(=O)NC3CCCCC3)ccc2O[C@@H]1CN(C)Cc1ccc(C(=O)O)cc1	1.0
COc1ccc(C#Cc2ccc([C@@H]3[C@H](CO)N4CCCCN(S(=O)(=O)c5cn(C)cn5)C[C@@H]34)cc2)cc1	-1.1
Cc1noc(C)c1S(=O)(=O)Nc1cccc2c1O[C@H](CN(C)S(=O)(=O)c1cccs1)[C@H](C)CN([C@@H](C)CO)C2=O	0.0
C[C@H]1CN([C@@H](C)CO)C(=O)c2cc(NC(=O)Nc3ccccc3)ccc2O[C@H]1CN(C)S(C)(=O)=O	-2.4
C[C@@H]1CCCCO[C@H](CN(C)C(=O)CCCN(C)C)[C@@H](C)CN([C@H](C)CO)C(=O)c2cc(NC(=O)c3ccccc3)ccc2O1	1.2
CO[C@@H]1CN(C)C(=O)c2cc(NC(=O)c3cc(C)on3)ccc2OC[C@H](C)NC[C@H]1C	-1.1

Remaining list, next part:
smiles	BioA inh
CCCNC(=O)N1C[C@@H](C)[C@@H](OC)CN(C)C(=O)c2ccc(NC(=O)C3CCC3)cc2OC[C@H]1C	-0.5
CNC[C@@H]1Oc2ccc(NC(=O)CCN3CCOCC3)cc2C(=O)N([C@@H](C)CO)C[C@@H]1C	-1.3
Cc1noc(C)c1NC(=O)N(C)C[C@H]1Oc2ccc(NC(=O)C3CC3)cc2C(=O)N([C@@H](C)CO)C[C@H]1C	-1.4
C[C@@H]1CCCCO[C@H](CN(C)C(=O)Nc2cccc3ccccc23)[C@@H](C)CN([C@H](C)CO)C(=O)c2cc(NS(C)(=O)=O)ccc2O1	-3.2
C[C@@H]1CN([C@@H](C)CO)C(=O)c2cc(NS(C)(=O)=O)ccc2O[C@H]1CN(C)S(=O)(=O)c1ccc(Cl)cc1	-1.3
C[C@@H]1CN([C@H](C)CO)C(=O)c2cccc(NC(=O)c3cnccn3)c2O[C@H]1CN(C)C(=O)Nc1cccc2ccccc12	-0.5
C[C@@H]1CN([C@@H](C)CO)C(=O)Cc2cc(NC(=O)Cn3cnnn3)ccc2O[C@H]1CN(C)Cc1ccc2c(c1)OCO2	56*
Cc1ccc(S(=O)(=O)Nc2cccc3c2O[C@@H](CN(C)S(=O)(=O)c2ccc(C)cc2)[C@H](C)CN([C@H](C)CO)C3=O)cc1	0.1
CN1CCN(C(=O)C[C@@H]2C[C@@H]3c4cc(NS(=O)(=O)c5ccc(F)cc5)ccc4O[C@@H]3[C@H](CO)O2)CC1	-2.3
COc1ccc(NC(=O)Nc2ccc3c(c2)C(=O)N([C@H](C)CO)C[C@@H](C)[C@@H](CN(C)S(=O)(=O)c2cn(C)cn2)OCCCC[C@H](C)O3)cc1	1.6

Next entries:
smiles	BioA inh
CO[C@@H]1CN(C)C(=O)c2cc(NC(=O)Nc3c(C)noc3C)ccc2OC[C@H](C)NC[C@@H]1C	0.1
CC=Cc1ccc2n(c1=O)C[C@@H]1[C@@H](CO)[C@H](C(=O)NCCC)[C@H]2N1Cc1nccs1 (mixture of isomers)	1.2
COc1ccc(NC(=O)Nc2ccc3c(c2)C(=O)N([C@@H](C)CO)C[C@@H](C)[C@H](CN(C)Cc2ccc(Cl)c(Cl)c2)OCCCC[C@@H](C)O3)cc1	0.4
O=C(C[C@@H]1CC[C@@H]2[C@H](COC[C@@H](O)CN2C(=O)c2cccnc2)O1)NCc1ccc(Cl)cc1	-1.1
CO[C@@H]1CN(C)C(=O)c2ccc(NC(C)=O)cc2OC[C@@H](C)N(C(=O)c2ccccn2)C[C@H]1C	-3.1
COc1ccccc1CNC(=O)C[C@H]1C[C@@H]2c3cc(NC(=O)CC4CC4)ccc3O[C@@H]2[C@H](CO)O1	-1.2
C[C@H](CO)N1C[C@H](C)[C@H](CN(C)S(=O)(=O)c2cccs2)Oc2ccc(NC(=O)NC3CCCCC3)cc2CC1=O	-1.6
C[C@@H]1CN([C@H](C)CO)C(=O)c2cc(NC(=O)Cn3cnnn3)ccc2O[C@@H]1CN(C)C(=O)Nc1cccc2ccccc12	24
N#Cc1cccc(-c2ccc([C@@H]3[C@H](CO)N4CCCCN(C(=O)Nc5ccccc5)C[C@@H]34)cc2)c1	-2.2
